XBP1 UPR activ – activators of adaptive XBP1 UPR arm, primary screen, cell-based, CHO-XBP1 luciferase reporter, luminescence, uHTS; IRE1-XBP1 UPR activation; percent of tunicamycin response, DMSO as zero; activation, % at 20 µM; 0.33% of 330,000 active; AID 463104, 2010;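 active = versus positive control, 20 µM dose yields 30% or more activation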;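 note: 100% = tunicamycin at 10 µg/mL and 0% = DMSO only wells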
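incubation = overnight seeding at 37 °C, 6 h compound treatment at 37 °C | assay system = CHO-XBP1 cells stably carrying IRE1-XBP1-driven luciferase reporter | input = 1000 cells per well | detection = luciferase luminescence | dosing = single point, 20 µM final compound, 1% DMSO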
tim23-1 inh – growth inhibitors of tim23-1 mutant yeast, primary screen, luminescence, uHTS | S. cerevisiae tim23-1 growth, BacTiter-Glo luminescence, 24 h | inhibition, % at 20 µM | 1.3% of 330,000 active;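 active = growth inhibition of the mutant yeast at or above 50%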;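 note: temperature-sensitive mutant grown at 25 °C; plate controls were DMSO-treated mutant yeast for no effect and medium wells lacking yeast for full effect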
APJ antagonist – antagonists of human apelin receptor APJ, primary screen, CHO-K1 cells, beta-arrestin complementation, luminescence. P35414. AID 2521, 2010. inhibition, % at 20 µM. 0.32% of 330,000 active;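 active = inhibition above about 40% at 20 µM, limit read from the data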;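 note: cells challenged with 10 nM apelin-13 agonist together with compound; plate controls were apelin-13 plus DMSO wells for no effect and DMSO wells lacking apelin-13 for full effect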
EBI2 antag – EBI2 receptor antagonists, beta-arrestin recruitment, primary screen, cell-based, luminescence, 7a,25-OHC stimulation, uHTS; 0.81% of 360,000 active; inhibition, % at 5 µM; 7a,25-OHC stimulated; G-protein coupled receptor 183 (Homo sapiens), P32249; AID 651636, 2012; in the data active = inhibition above about 38%;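 note: enzyme fragment complementation signal reports receptor beta-arrestin coupling in cells; 0% = agonist plus DMSO wells and 100% = wells without agonist; some results beyond the cut were filed as inactive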
CCR6 antag – CCR6 receptor antagonists, primary screen, cell-based, CHO-K1, luminescence, beta-arrestin, uHTS; C-C chemokine receptor type 6 (Homo sapiens), P51684; CHO-K1 CCR6 PathHunter beta-arrestin, CCL20-stimulated; inhibition, % at 20 µM; 0.49% of 340,000 active; AID 493098, 2011;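 active = compounds whose inhibition of the agonist-driven luminescence signal at 20 µM reaches about 50%, limit read from the data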;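 note: cells stimulated with CCL20 at 14 nM final; plate controls were DMSO with CCL20 for no effect and DMSO without agonist for full effect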
Mdm2-MdmX inh – inhibitors of human Mdm2-MdmX association, primary screen, cell-based, luminescence, split luciferase, SaOS-2, uHTS | 3% of 330,000 active | inhibition, % at 8 µM | SaOS-2 split-luciferase Mdm2/MdmX complementation | Protein Mdm4 (Homo sapiens) + E3 ubiquitin-protein ligase Mdm2 (Homo sapiens), …;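 active = inhibition of at least 50% at 8 µM in the primary screen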
Target sequence (O15151 whole entry, looked up): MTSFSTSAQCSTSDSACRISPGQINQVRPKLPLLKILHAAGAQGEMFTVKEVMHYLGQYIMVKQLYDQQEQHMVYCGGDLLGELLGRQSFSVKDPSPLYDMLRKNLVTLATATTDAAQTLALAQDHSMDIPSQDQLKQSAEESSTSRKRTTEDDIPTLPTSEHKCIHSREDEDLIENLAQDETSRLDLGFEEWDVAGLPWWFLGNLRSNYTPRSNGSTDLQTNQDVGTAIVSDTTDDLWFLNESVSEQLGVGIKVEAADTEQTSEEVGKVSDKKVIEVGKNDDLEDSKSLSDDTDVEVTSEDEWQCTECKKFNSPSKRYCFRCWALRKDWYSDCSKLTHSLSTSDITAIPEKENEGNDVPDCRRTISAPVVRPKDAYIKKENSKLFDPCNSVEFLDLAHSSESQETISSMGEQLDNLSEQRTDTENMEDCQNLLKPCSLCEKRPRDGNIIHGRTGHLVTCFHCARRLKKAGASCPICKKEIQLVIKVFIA
Target sequence (Q00987 whole entry, looked up): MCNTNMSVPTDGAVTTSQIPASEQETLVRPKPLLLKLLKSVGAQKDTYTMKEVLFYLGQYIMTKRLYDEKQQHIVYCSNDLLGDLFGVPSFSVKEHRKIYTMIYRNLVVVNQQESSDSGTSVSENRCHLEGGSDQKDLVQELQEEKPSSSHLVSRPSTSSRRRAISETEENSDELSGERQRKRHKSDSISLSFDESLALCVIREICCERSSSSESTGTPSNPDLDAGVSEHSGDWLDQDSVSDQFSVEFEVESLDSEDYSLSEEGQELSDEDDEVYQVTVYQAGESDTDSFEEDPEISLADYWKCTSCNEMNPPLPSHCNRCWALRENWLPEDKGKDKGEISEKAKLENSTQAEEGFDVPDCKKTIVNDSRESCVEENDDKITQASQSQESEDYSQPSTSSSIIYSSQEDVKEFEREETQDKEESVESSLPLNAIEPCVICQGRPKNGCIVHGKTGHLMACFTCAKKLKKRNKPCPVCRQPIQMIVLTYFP
UPR CHOP act – activators of apoptotic CHOP UPR arm, primary screen, cell-based, CHO-CHOP luciferase reporter, luminescence, uHTS | UPR activation; percent of tunicamycin response over DMSO baseline | activation, % at 10 µM | 0.34% of 330,000 active | AID 449763, 2010;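 active = at 10 µM dose, activation of 40% or more, normalized to positive control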;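 note: 100% = tunicamycin at 10 µg/mL and 0% = DMSO alone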
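Evaluation: % reporter activation, DMSO baseline versus tunicamycin full activation; System: CHO-CHOP luciferase reporter cell line; Input: 500 cells/well; Incubation: 6 h compound treatment, 37 °C; Measured by: Steady-Glo luciferase luminescence; Dosing: one dose, 10 µM in 0.5% DMSO; Buffer or medium: F12 medium, 10% FBS; Benchmarks: positive tunicamycin 10 µg/mL, negative DMSO alone.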
CXCR6 block – CXCR6 receptor inhibitors, primary screen, cell-based, beta-arrestin, luminescence, CHO-K1 PathHunter, 1536-well. C-X-C chemokine receptor type 6 (Homo sapiens), O00574. inhibition, % at 20 µM. 0.36% of 360,000 active. AID 602244, 2012; in the data active = inhibition above about 34%, passing the limit was not always enough;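 note: antagonist mode with CXCL16 agonist at 10 nM final; 0% = 10 nM CXCL16 with DMSO and 100% = unstimulated wells without agonist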
APJ ag – agonists of human apelin receptor APJ, primary screen, CHO-K1 cells, PathHunter beta-arrestin, luminescence; 0% DMSO wells, 100% apelin; activation, % at 20 µM; P35414; 0.11% of 330,000 active;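 active = activation more than six SD over the plate average, tested at 20 µM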;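 note: 0% = DMSO alone and 100% = apelin-13 at 10 nM; some results filed as inactive read as strong as hits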
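Assay system: engineered CHO-K1 APJ arrestin reporter cells; Amount: 1000 CHO-K1 reporter cells seeded per well; Dosing: one dose, 20 µM compound, 1% DMSO; Times: compound stimulation 90 min at 25 °C, detection 60 min; Measured by: luminescent beta-gal fragment complementation, chemiluminescent substrate; Read-out: APJ–arrestin association signal; Controls: DMSO vs Apelin-13 10 nM.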
Numbers without * were called inactive; · = not tested or not shown. These rows are one share of the data. The share of hits here may be higher or lower than overall.

SMILES	XBP1 UPR activ	tim23-1 inh	APJ antagonist	EBI2 antag	CCR6 antag	Mdm2-MdmX inh	UPR CHOP act	CXCR6 block	APJ ag
COc1ccc2[nH]c3c(=O)n4c(nc3c2c1)SCCC4	-2	36	11	-6	-2	4	1.1	-11	0
Cc1ccc(S(=O)(=O)NC(C(=O)N2CCOCCOCCOCCOCC2)C(C)C)cc1 (stereo unspecified)	2	15	5	6	10	9	-2.9	4	-2
COc1ccccc1N1CCN(Cc2ccc(Br)o2)CC1	2	0	-11	-2	-6	26	-2.2	-5	-5
Cc1ccccc1NC(=O)Cc1nnc(SCC(=O)NC2CCCCC2)n1C	-1	5	12	0	4	-11	-2.6	-2	-1
COc1ccc(CC(=O)NCC(=O)N/N=C/c2ccc(C)o2)cc1	1	1	13	-7	-11	-11	-1.5	-5	-1
COc1cccc(CN(Cc2cccnc2)S(=O)(=O)c2ccc(-n3cnnn3)c(C)c2)c1	-2	9	2	10	-8	7	-0.9	-4	2
COc1cccc(CNC(=O)Cn2cc3c(n2)CCCCC3)c1	1	23	-8	5	1	-34	-0.1	3	-4
CCN(CC)CCNC(=O)Cn1nc(-c2ccccc2)c2ccccc2c1=O	-2	12	2	-1	7	28	0.8	-3	1
O=c1[nH]c2ccc(Cl)cc2c(-c2ccccc2)c1N1CCN(c2ccccn2)CC1	3	42	18	15	16	29	0.5	-2	-2
COc1ccccc1CCNC(=O)NC1CCCCC1	3	2	11	-11	12	4	1.3	-3	0
Cc1ccc(Nc2nc(N)nc(CSc3nnnn3-c3ccccc3)n2)cc1	0	2	3	7	4	-17	0.4	2	-1
CC(C)c1[nH]c(=O)c(C#N)c2c1CSC(C)(C)C2	1	5	-4	1	-7	31	0.0	-4	-14
Cc1ccc(S(=O)(=O)N2CCN(C(=O)CNC(=O)c3ccc(Br)o3)CC2)cc1	1	20	10	1	6	12	-0.2	-1	-3
CC1CCc2nc3ccc(S(=O)(=O)N4CCC(C(=O)NCc5ccccc5Cl)CC4)cc3c(C(=O)O)c2C1 (stereo unspecified)	-4	11	-2	1	1	-12	-1.7	-3	3
COC(=O)c1ccccc1C(=O)N1CC(O)CO1 (stereo unspecified)	0	3	17	7	-1	7	0.6	-2	-2
CC(=O)N1CCN(c2ccc(NC(=O)c3ccccc3C)cc2)CC1	-3	-3	5	2	9	22	2.8	4	1
CCCCn1c(N)c(N(CC(C)C)C(=O)C2CC(=O)N(c3ccccc3C(C)CC)C2)c(=O)[nH]c1=O (stereo unspecified)	-3	-7	-45	-1	5	1	1.2	4	-7
COc1cccc(NC(=O)CC2Oc3ccccc3NC2=O)c1 (stereo unspecified)	0	4	6	-2	10	10	2.7	-4	-4
CN1CCN(c2ccc(S(=O)(=O)N3CCCCC3)cc2NC(=O)/C=C/c2ccc(OC(F)F)cc2)CC1	0	3	2	31	20	39	3.5	19	-2
COc1cc(OC)cc(-c2c(C#Cc3ccsc3)c3cc(-c4cccc5[nH]ccc45)ccc3n2C)c1	-4	3	2	-7	11	44	-1.0	5	-3

Arranged by formula weight (smallest number first): some entries from above.
SMILES	XBP1 UPR activ	tim23-1 inh	APJ antagonist	EBI2 antag	CCR6 antag	Mdm2-MdmX inh	UPR CHOP act	CXCR6 block	APJ ag
COC(=O)c1ccccc1C(=O)N1CC(O)CO1 (stereo unspecified)	0	3	17	7	-1	7	0.6	-2	-2
COc1ccc2[nH]c3c(=O)n4c(nc3c2c1)SCCC4	-2	36	11	-6	-2	4	1.1	-11	0
CCN(CC)CCNC(=O)Cn1nc(-c2ccccc2)c2ccccc2c1=O	-2	12	2	-1	7	28	0.8	-3	1
Cc1ccc(S(=O)(=O)N2CCN(C(=O)CNC(=O)c3ccc(Br)o3)CC2)cc1	1	20	10	1	6	12	-0.2	-1	-3

Other records.
SMILES	XBP1 UPR activ	tim23-1 inh	APJ antagonist	EBI2 antag	CCR6 antag	Mdm2-MdmX inh	UPR CHOP act	CXCR6 block	APJ ag
CN=c1nc(-c2ccccc2)n(-c2ccccc2)s1	-2	28	13	-9	8	-2	1.1	-8	3
CN(C)c1cccc(C(=O)N/N=C/c2ccccc2F)c1	-7	18	8	-5	8	-167	-6.1	-13	0
C=CCn1c(=O)c(C(=O)NCc2ccccc2)c(O)c2ccccc21	-2	48	-18	-10	9	12	0.3	-11	3
CC(C)(C)NC(=O)CN(C(=O)C(=O)Nc1ccc2c(c1)OCCO2)C1CCCC1	-2	9	-5	-3	8	-23	0.5	-2	-2
CCOC(=O)c1sc2nccc(N(C)C)c2c1N=CNOC	1	26	12	1	-10	10	-2.7	2	2
Cc1nc(-c2ccc(Cl)cc2)sc1C1(C)CC(c2cccc(F)c2)=NO1 (stereo unspecified)	4	-4	-69	-5	8	-23	6.0	-8	11
Fc1ccc(Cn2nnnc2C(c2ccc(Cl)cc2)N2CCSCC2)cc1 (stereo unspecified)	-1	35	11	14	12	19	8.0	3	-6
Cc1ccc(N/N=C/c2ccc(N3CCOCC3)cc2)cc1C	-2	17	30	6	13	-20	1.4	4	-5
O=C(O)CC(NC(=O)Nc1ccccc1)c1ccc(OC2CCCC2)cc1 (stereo unspecified)	-3	1	18	0	1	16	0.7	-2	2
Cn1cccc1C(=O)OCC(=O)c1c[nH]c2ccccc12	-1	10	-14	-5	0	-132	2.4	-8	2
Cc1cc(C)nc(N2CCC(C(=O)NNC(=O)Cc3ccccc3)CC2)n1	-2	6	-12	-1	8	36	-1.4	-1	-1
O=Cc1cn[nH]c1-c1ccccc1	1	7	-21	2	14	12	-2.5	-9	-2
COc1cccc(C(=O)OCC(=O)N2CCC(Cc3ccccc3)CC2)c1OC	-2	11	-13	0	6	5	-1.3	-4	-1
CCN(CC)C(=O)CSc1nc(OC)cc(=O)[nH]1	-4	11	-13	-6	0	14	-2.5	6	-1
Cc1nn(Cc2cccc(C(=O)Nn3cc([N+](=O)[O-])cn3)c2)c(C)c1[N+](=O)[O-]	-5	6	2	-1	13	17	-1.5	9	-4
CCOc1ccc(CCNC(=O)C2CC=CCC2C(=O)OC(C)C)cc1OCC (stereo unspecified)	-1	19	-16	-11	9	-13	-2.3	-2	3
CCN(C(=O)COC(=O)Cc1ccc(F)cc1)c1c(N)n(Cc2ccccc2)c(=O)[nH]c1=O	-4	-15	17	-4	-1	-4	1.0	-4	-2
COc1cc(C2NC(=O)c3ccccc3O2)cc(OC)c1OC (stereo unspecified)	-2	11	9	1	-4	-26	1.0	-1	-2
COc1ccc(CNc2ncnc3sccc23)cc1OC	3	6	-24	0	6	17	2.5	-16	-1
O=C(NCc1ccco1)C1CCCN1S(=O)(=O)c1ccc2ccccc2c1 (stereo unspecified)	-2	12	4	-15	16	0	0.0	11	2
Cc1cccc(C)c1NC(=O)CN1CCN(C(=O)c2ccc(OCc3cn4ccccc4n3)cc2)CC1	-2	-16	0	2	2	-12	-0.8	4	-4
C/C(CC(=O)Nc1ccc(F)cc1F)=N\NC(=O)C(=O)N1CCCCC1	4	12	-5	·	·	14	5.6	·	-3
O=C(/C=C/c1ccc(Br)o1)Nc1nccs1	-2	-17	-1	-3	28	-95	3.9	6	-3
O=C(c1cccs1)N1CCCC(c2nc3c(nnn3Cc3cccc(Cl)c3)c(=O)[nH]2)C1 (stereo unspecified)	-2	5	-6	6	5	18	1.8	-4	1
CCOC(CNC(=O)c1ccc2c(c1)ncn2-c1ccc(F)c(F)c1)OCC	2	5	15	1	4	22	-2.4	1	-4
COc1ccc([N+](=O)[O-])cc1-n1cnnn1	0	12	-16	-7	-7	-18	1.0	0	-1
CCC(=O)Nc1nc(C)c(-c2csc(Nc3ccc(C(=O)O)cc3)n2)s1	0	24	18	-6	11	20	-1.3	-10	-5
CCOc1ccc2cc(C3CC(c4ccco4)=NN3S(C)(=O)=O)c(=O)[nH]c2c1 (stereo unspecified)	-1	11	16	-8	7	-22	0.1	4	-1
CCN(CC)CCc1c(C)[nH]c(C(=O)OCc2ccccc2)c1C	1	-14	-28	-3	15	14	1.5	2	-2
COCCCNC(=S)NNC(=O)c1ccc(S(=O)(=O)N2CCC(C)CC2)cc1	-1	8	17	3	16	-24	0.2	3	-2
Cn1cccc1/C=C1\SC(=O)N(c2ccccc2)C1=O	2	7	6	-9	23	-172	3.0	0	0
O=C(O)CN1C(=O)/C(=C\c2cc(Br)ccc2OCc2ccc(F)cc2)SC1=S	-6	33	10	-2	19	-1	-1.2	9	0
CC(C)Oc1ccc(C2CC(=O)N(c3ccccc3)C2=O)cc1 (stereo unspecified)	-2	9	-10	-1	-6	10	2.8	10	3
CC1=Nn2c(nc(-c3ccccc3)c2-c2ccccc2)N(CC(N)=O)C(=O)C1	-5	3	-1	-4	-5	10	0.3	1	-1
O=C(COC(=O)c1ccc(Cl)c(S(=O)(=O)NCc2ccccc2)c1)NCC1CCCO1 (stereo unspecified)	-2	6	1	-1	8	10	-2.3	-8	-2
c1ccc(N=C(c2cccs2)N2CCOCC2)cc1	0	-14	-16	-8	0	33	0.0	4	2
O=C(CCOc1ccccc1)Nc1ccccc1	1	17	-5	-7	-1	-13	4.5	-2	-1
Cc1nc2ccccc2c(=O)n1/N=C/c1ccccc1Cl	4	39	12	8	8	7	4.1	-1	-2
Cc1ccc(NNC(=O)c2cc(C)on2)c(C)c1	0	16	-11	-11	-7	-25	2.6	-21	3
N#Cc1cc2ccccc2nc1SCC(=O)Nc1ccc(S(=O)(=O)N2CCCC2)cc1	0	12	-3	10	19	-16	0.6	2	3
CCOC(=O)c1nn(-c2ccc(F)cc2)c(C)c1C(C)=O	-1	11	-23	-3	-4	15	-0.7	1	-5
Cc1cccc(NC(=O)C(=O)N/N=C/c2ccncc2)c1	-2	-3	13	-1	10	21	0.6	3	-1
O=C(CN1C(=O)CC(c2ccccc2)S(=O)(=O)c2ccccc21)N1CCCCC1 (stereo unspecified)	1	2	9	6	3	0	0.6	3	-1
Cc1cc(C)c2nc(NCCCNC(=S)NCCCN(C)C)c(C#N)cc2c1	0	-4	-3	-3	32	22	2.5	0	-3

From PubChem BioAssay
